Screens (PubChem BioAssay)
PMI act – phosphomannose isomerase (human) activation. P34949. purified human PMI, coupled resazurin fluorescence, 20 min; active compounds read high; 1 = vehicle control, 0 substrate-free wells. activation factor at 20 µM. 190,000 compounds, 0.005% hits. AID 1214;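 active means activation factor of 2 or more at 20 µM, relative to plate controls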
Diaph act CS – diaphorase activation or chemical reduction counter-screen; 190,000 compounds, 0.005% hits; Diaphorase/resazurin coupled assay, resorufin fluorescence, 16 min; active compounds read high; 1 = vehicle wells, 0 = NADH-free wells; activation factor at 20 µM; AID 1229;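 active means diaphorase activity raised at least twofold by the compound at 20 µM; inactive means activation factor below 2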
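Assay system: bacterial diaphorase enzyme (C. kluyveri) / Input: enzyme 0.07 U/mL final / Medium: 50 mM HEPES pH 7.4 with 4.542 mM MgCl2, 0.005% Tween 20 / Doses: single compound dose of 20 µM, 1% DMSO final / Incubation: 16 min enzyme reaction, ambient temperature / Signal: fluorescence, excitation 544 nm and emission 590 nm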
Diaphorase inh – inhibits diaphorase or chemically oxidizes, flagging diaphorase assay artifacts; diaphorase resazurin-to-resorufin fluorescence, NADH, 16 min; bacterial (C. kluyveri) enzyme, not human; inhibition, % at 20 µM; 190,000 compounds, 0.69% hits; AID 1217;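 active means primary screen inhibition at 20 µM above a set limit, cut at about 50% in these data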;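 further: plate controls were DMSO with full reaction for no effect and wells lacking NADH for full effect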
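Assay system: diaphorase enzyme from Clostridium kluyveri; Input: enzyme working solution with 0.14 U/mL diaphorase; Timing: 16 min at room temperature; Technique: resorufin fluorescence, excitation 544 nm, emission 590 nm; Benchmarks: positive control minus NADH, DMSO neutral control.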
G6PDH counter – inhibits Leuconostoc G6PDH, flagging false hits in G6PDH-based assays | Purified L. mesenteroides G6PDH, diaphorase/resazurin coupled fluorescence, 45 min | inhibition, % at 5 µM | 200,000 compounds, 0.12% hits; in the data active means inhibition above about 50%
PMI act hi M6P – activators of human phosphomannose isomerase at near-saturating mannose 6-phosphate | P34949 | coupled PMI enzyme assay, resazurin fluorescence, 20 min; active compounds read high; 1 = untreated enzyme, 0 = substrate-free blank | activation factor at 20 µM | 190,000 compounds, 0.34% hits | AID 1216;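 active means activation factor of 2 or more at 20 µM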
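test system = human PMI in coupled enzyme assay | medium = HEPES-buffered pH 7.4 with magnesium and detergent | also added = 1.0 mM mannose-6-phosphate substrate with 0.22 mM NADP+ | compound = 20 µM single dose | times = 20 min incubation at room temperature | measured by = resorufin fluorescence (Ex 544/Em 590 nm) from resazurin via diaphorase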
TNAP act hi DEA – activators of human TNAP at high phosphate acceptor concentration; P05186; activation factor at 20 µM; purified TNAP, CDP-star luminescence, 1 M DEA, 30 min; active compounds read high; 0 = EDTA background, 1 = DMSO-only activity; 200,000 tested, under 10 active; AID 1136;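 active means activation factor at least 2 at 20 µM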
Target sequence (P05186 whole entry, looked up): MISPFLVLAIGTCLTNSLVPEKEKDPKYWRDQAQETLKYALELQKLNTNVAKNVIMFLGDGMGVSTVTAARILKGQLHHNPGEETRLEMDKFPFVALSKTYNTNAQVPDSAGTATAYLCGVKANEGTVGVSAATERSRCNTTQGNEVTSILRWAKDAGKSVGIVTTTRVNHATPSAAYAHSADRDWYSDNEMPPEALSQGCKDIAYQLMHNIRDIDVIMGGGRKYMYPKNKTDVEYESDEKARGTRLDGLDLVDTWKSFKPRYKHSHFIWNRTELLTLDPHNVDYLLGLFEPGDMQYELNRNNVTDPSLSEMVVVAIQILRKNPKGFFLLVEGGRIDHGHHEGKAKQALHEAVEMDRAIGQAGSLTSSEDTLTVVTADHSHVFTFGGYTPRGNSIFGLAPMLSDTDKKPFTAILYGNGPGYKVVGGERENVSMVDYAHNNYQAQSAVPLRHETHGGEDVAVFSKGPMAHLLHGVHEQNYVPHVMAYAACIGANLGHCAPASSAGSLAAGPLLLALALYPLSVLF
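Test system – human TNAP · Doses – 20 µM single point · Incubation – 30 min, room temperature · Signal – luminescent substrate turnover signal · Read-out basis – activation factor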
TNAP inh hi DEA – blocks human TNAP under high phosphate acceptor concentration; AID 1135; purified TNAP, CDP-star luminescence, 1 M DEA; inhibition, % at 20 µM; 200,000 compounds, 0.03% hits; P05186;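 active means over 50% inhibition of tissue-nonspecific alkaline phosphatase at 20 µM in the single-dose screen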;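 further: plate controls were DMSO wells for no effect and EDTA-quenched wells as full inhibition for full effect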
HMGR II inh – inhibitors of class II HMG-CoA reductase from Enterococcus faecalis; inhibition, % at 10 µM; 190,000 compounds, 0.41% hits; purified E. faecalis HMGR, NADPH absorbance 340 nm kinetic;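 active means inhibition above a set limit, the median over all tested compounds plus 3 SD, cut at about 9.5% in these data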;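 further: enzyme runs in reverse so mevalonate oxidation gives rising NADPH absorbance; 0% = complete reaction with DMSO and 100% = background rate lacking mevalonate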
FLuc act counter – affects firefly luciferase, flagging false hits in luciferase stimulation screens; P08659; ATPlite luciferase biochemical, luminescence, 10 min; 0 = ATP-free wells, 1 = DMSO control; activation factor at 10 µM; 200,000 tested, under 10 active;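 active means luciferase activation factor, scaled between plate controls, of at least 2 with compound at 10 µM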
Target sequence (P08659 whole entry, looked up): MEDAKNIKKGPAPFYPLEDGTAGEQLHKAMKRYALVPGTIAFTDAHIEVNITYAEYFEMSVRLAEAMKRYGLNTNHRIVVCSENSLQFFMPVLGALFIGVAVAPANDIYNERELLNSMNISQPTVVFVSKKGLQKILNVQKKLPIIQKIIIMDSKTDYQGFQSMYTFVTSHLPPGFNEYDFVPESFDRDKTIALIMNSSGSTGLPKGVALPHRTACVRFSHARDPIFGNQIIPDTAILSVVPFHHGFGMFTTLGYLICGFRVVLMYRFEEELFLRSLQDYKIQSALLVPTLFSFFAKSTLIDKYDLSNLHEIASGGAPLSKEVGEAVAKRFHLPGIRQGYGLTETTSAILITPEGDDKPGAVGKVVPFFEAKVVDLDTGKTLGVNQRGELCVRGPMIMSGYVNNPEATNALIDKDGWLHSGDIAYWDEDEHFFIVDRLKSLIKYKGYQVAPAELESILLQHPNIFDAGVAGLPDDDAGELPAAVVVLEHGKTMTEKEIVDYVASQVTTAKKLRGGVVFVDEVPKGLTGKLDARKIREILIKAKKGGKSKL
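System: luciferase plus luciferin reagent, cell-free; medium: PBS as buffer for the ATP substrate; dosing: test compounds dosed from 2 mM stocks in 100% DMSO; timing: 10 min post-reagent at room temperature; measured by: luminescence measurement of luciferase light output; evaluation: luciferase activation, seen as luminescence increase over controls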
TNAP inh noacc – TNAP (human) inhibition, acceptor-free conditions | P05186 | purified TNAP, CDP-star luminescence, 30 min | inhibition, % at 20 µM | AID 1012 | 200,000 compounds, 0.26% hits;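 active means tissue-nonspecific alkaline phosphatase inhibition above about 50% at 20 µM in the single-dose screen, limit read from the data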;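 further: 0% = DMSO negative control and 100% = EDTA positive control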
Active calls of the source: *.

What do the screens show for `CC(=O)Oc1ccc2oc(C)c(C(=O)N3CCOCC3)c2c1`?
PMI act: 1; Diaph act CS: 0.9; Diaphorase inh: 11; G6PDH counter: 11; PMI act hi M6P: 1.1; TNAP act hi DEA: 1; TNAP inh hi DEA: -5; HMGR II inh: -5; FLuc act counter: 1; TNAP inh noacc: -17

Results for O=C(CN(c1ccc2c(c1)OCCO2)S(=O)(=O)c1ccccc1)NCc1ccco1 ?
PMI act: 1; Diaph act CS: 0.9; Diaphorase inh: 9; G6PDH counter: -2; PMI act hi M6P: 1; TNAP act hi DEA: 1; TNAP inh hi DEA: -4; HMGR II inh: -2; FLuc act counter: 1.1; TNAP inh noacc: -11

Results for COc1ccc(NC(=O)N2CCN(S(C)(=O)=O)CC2)c(OC)c1 ?
PMI act: 1; Diaph act CS: 0.9; Diaphorase inh: 12; G6PDH counter: 3; PMI act hi M6P: 1; TNAP act hi DEA: 1.1; TNAP inh hi DEA: -6; HMGR II inh: -9; FLuc act counter: 1.1; TNAP inh noacc: -9

How did Cn1c(=NC(=O)CN2C(=O)C3CC=CCC3C2=O)sc2ccccc21 (configuration not stated) do in these assays?
PMI act: 0.9; Diaph act CS: 0.8; Diaphorase inh: 22; G6PDH counter: 2; PMI act hi M6P: 0.9; TNAP act hi DEA: 1; TNAP inh hi DEA: -3; HMGR II inh: -1; FLuc act counter: 1; TNAP inh noacc: -4

What do the screens show for `CCOC(=O)CSc1nc(C)c2ccccc2n1`?
PMI act: 1; Diaph act CS: 0.9; Diaphorase inh: 9; G6PDH counter: -10; PMI act hi M6P: 1.1; TNAP act hi DEA: 1; TNAP inh hi DEA: 0; HMGR II inh: -10; FLuc act counter: 1; TNAP inh noacc: -7

How did CC(C)Oc1ccc(C(=O)Nc2ccc(NC(=O)c3ccco3)c(Cl)c2)cc1 do in these assays?
PMI act: 1; Diaph act CS: 0.9; Diaphorase inh: 6; G6PDH counter: 6; PMI act hi M6P: 1; TNAP act hi DEA: 1; TNAP inh hi DEA: -3; HMGR II inh: 4; FLuc act counter: 0.8; TNAP inh noacc: 5

What do the screens show for `COc1ccc(C(=O)Nc2ccnc(-c3cccnc3)n2)cc1`?
PMI act: 0.9; Diaph act CS: 1; Diaphorase inh: 3; G6PDH counter: 0; PMI act hi M6P: 0.8; TNAP act hi DEA: 1; TNAP inh hi DEA: -2; HMGR II inh: -6; FLuc act counter: 1; TNAP inh noacc: -5

What do the screens show for `CCCc1cc(C(=O)NCC(C)C)no1`?
PMI act: 1; Diaph act CS: 1; Diaphorase inh: -4; G6PDH counter: 6; PMI act hi M6P: 1.1; TNAP act hi DEA: 1; TNAP inh hi DEA: -4; HMGR II inh: -2; FLuc act counter: 1; TNAP inh noacc: -14

Results for C/C(=N/NC(=O)CCCOc1ccc(Cl)cc1Cl)c1ccc(C)o1 ?
PMI act: 1; Diaph act CS: 0.8; Diaphorase inh: 17; G6PDH counter: -3; PMI act hi M6P: 0.6; TNAP act hi DEA: 1; TNAP inh hi DEA: 5; HMGR II inh: -2; FLuc act counter: 1; TNAP inh noacc: 16

Results for CC(C)N(C(=O)COC(=O)c1ccccc1C(=O)N1CCN(c2ccc(F)cc2)CC1)C(C)C ?
PMI act: 1.1; Diaph act CS: 0.7; Diaphorase inh: 26; G6PDH counter: 7; PMI act hi M6P: 0.9; TNAP act hi DEA: 1; TNAP inh hi DEA: -2; HMGR II inh: 0; FLuc act counter: 1; TNAP inh noacc: -6

Results for CCOc1ccc(C2=Nc3ccccc3C(c3ccc(N4CCOCC4)cc3)=NN2)cc1 ?
PMI act: 0.6; Diaph act CS: 0.6; Diaphorase inh: 41; G6PDH counter: 9; PMI act hi M6P: 1.2; TNAP act hi DEA: 1; TNAP inh hi DEA: -4; HMGR II inh: 3; FLuc act counter: 0.8; TNAP inh noacc: 5

What do the screens show for `CCc1ccc(C(=O)NCC2COc3ccccc3O2)o1` (configuration not stated)?
PMI act: 1.1; Diaph act CS: 0.9; Diaphorase inh: 6; G6PDH counter: 8; PMI act hi M6P: 1; TNAP act hi DEA: 1.1; TNAP inh hi DEA: -5; HMGR II inh: -1; FLuc act counter: 1; TNAP inh noacc: -10

What do the screens show for `COc1ccc(-n2c(Cc3cc(=O)[nH]c(=O)[nH]3)nnc2SCC(=O)N2CCC(C)CC2)cc1`?
PMI act: 0.9; Diaph act CS: 0.8; Diaphorase inh: 17; G6PDH counter: 3; PMI act hi M6P: 1; TNAP act hi DEA: 1; TNAP inh hi DEA: -1; HMGR II inh: -5; FLuc act counter: 1; TNAP inh noacc: -4

How did CCN(CC)S(=O)(=O)c1ccc(NC2c3ccccc3C(=O)N2c2ccc(C)cn2)cc1 (configuration not stated) do in these assays?
PMI act: 1; Diaph act CS: 0.7; Diaphorase inh: 25; G6PDH counter: 6; PMI act hi M6P: 0.9; TNAP act hi DEA: 1.1; TNAP inh hi DEA: -6; HMGR II inh: -14; FLuc act counter: 1; TNAP inh noacc: 18

Results for COc1ccc(/C=C(/NC(=O)c2ccc(C)cc2)c2nc3ccccc3[nH]2)cc1OC ?
PMI act: 0.9; Diaph act CS: 0.9; Diaphorase inh: 9; G6PDH counter: 7; PMI act hi M6P: 0.9; TNAP act hi DEA: 1; TNAP inh hi DEA: 0; HMGR II inh: -4; FLuc act counter: 1.1; TNAP inh noacc: 2

How did Fc1ccc(Sc2ccccc2CNC2=NCCN2)cc1 do in these assays?
PMI act: 0.7; Diaph act CS: 0.9; Diaphorase inh: 14; G6PDH counter: 2; PMI act hi M6P: 0.8; TNAP act hi DEA: 1; TNAP inh hi DEA: -4; HMGR II inh: -1; FLuc act counter: 1; TNAP inh noacc: -8

How did O=C(Nc1ccc(-c2cn3c(n2)SCC3)cc1)c1ccc2ccccc2n1 do in these assays?
PMI act: 0.9; Diaph act CS: 0.8; Diaphorase inh: 18; G6PDH counter: -3; PMI act hi M6P: 1; TNAP act hi DEA: 1; TNAP inh hi DEA: -1; HMGR II inh: 6; FLuc act counter: 1; TNAP inh noacc: 6

What do the screens show for `O=C1c2ccccc2C(=O)N1Cc1nc2ccccc2c(=O)n1CCCN1CCOCC1`?
PMI act: 1; Diaph act CS: 1; Diaphorase inh: -1; G6PDH counter: -1; PMI act hi M6P: 1.1; TNAP act hi DEA: 1; TNAP inh hi DEA: -4; HMGR II inh: -5; FLuc act counter: 1; TNAP inh noacc: -10

Results for COc1cc(CNn2cn[nH]c2=S)cc(Cl)c1OCc1ccccc1 ?
PMI act: 0.9; Diaph act CS: 0.8; Diaphorase inh: 21; G6PDH counter: 6; PMI act hi M6P: 1; TNAP act hi DEA: 1; TNAP inh hi DEA: 2; HMGR II inh: 2; FLuc act counter: 1.1; TNAP inh noacc: 11

What do the screens show for `CCC(=O)OCC(=O)Nc1ccc(OC)cc1[N+](=O)[O-]`?
PMI act: 1; Diaph act CS: 0.9; Diaphorase inh: 5; G6PDH counter: 5; PMI act hi M6P: 1; TNAP act hi DEA: 1; TNAP inh hi DEA: -3; HMGR II inh: 2; FLuc act counter: 1; TNAP inh noacc: -10

How did O=C(NCCCn1ccnc1)c1cc(-c2cccnc2)nc2ccc(Br)cc12 do in these assays?
PMI act: 1; Diaph act CS: 1.1; Diaphorase inh: -14; G6PDH counter: 7; PMI act hi M6P: 0.9; TNAP act hi DEA: 1; TNAP inh hi DEA: 2; HMGR II inh: 0; FLuc act counter: 1; TNAP inh noacc: 10

Results for O=[N+]([O-])c1ccccc1N/N=C1\CCc2ccccc21 ?
PMI act: 0.9; Diaph act CS: 0.9; Diaphorase inh: 11; G6PDH counter: 1; PMI act hi M6P: 0.9; TNAP act hi DEA: 0.9; TNAP inh hi DEA: 12; HMGR II inh: 0; FLuc act counter: 1; TNAP inh noacc: 7

Results for Cc1ccc(S(=O)(=O)N2CCOCC2)cc1NC(=O)c1cc2c(s1)CCC2 ?
PMI act: 0.9; Diaph act CS: 0.8; Diaphorase inh: 20; G6PDH counter: 4; PMI act hi M6P: 0.9; TNAP act hi DEA: 1.1; TNAP inh hi DEA: -6; HMGR II inh: 3; FLuc act counter: 1.1; TNAP inh noacc: -8

Results for O=C(ON=C1CCN(c2ccc([N+](=O)[O-])cc2)CC1)c1ccccc1 ?
PMI act: 0.9; Diaph act CS: 0.9; Diaphorase inh: 14; G6PDH counter: -1; PMI act hi M6P: 1; TNAP act hi DEA: 1; TNAP inh hi DEA: 3; HMGR II inh: -2; FLuc act counter: 1; TNAP inh noacc: 0

Results for CCOc1ccc(C2CC(c3ccccc3C)n3ncnc3N2)cc1 (configuration not stated) ?
PMI act: 1.1; Diaph act CS: 1.2; Diaphorase inh: -16; G6PDH counter: 9; PMI act hi M6P: 1.1; TNAP act hi DEA: 1.1; TNAP inh hi DEA: -6; HMGR II inh: 3; FLuc act counter: 1.1; TNAP inh noacc: 8

Results for Cc1ccc2nc(C)cc(NCCO)c2c1 ?
PMI act: 0.9; Diaph act CS: 1.1; Diaphorase inh: -11; G6PDH counter: -7; PMI act hi M6P: 1; TNAP act hi DEA: 1; TNAP inh hi DEA: -3; HMGR II inh: 0; FLuc act counter: 1; TNAP inh noacc: -11

Results for Cc1cc(C)nc(SCc2ccc(C(=O)N/N=C/c3ccccn3)cc2)n1 ?
PMI act: 1; Diaph act CS: 0.9; Diaphorase inh: 8; G6PDH counter: 4; PMI act hi M6P: 1; TNAP act hi DEA: 1; TNAP inh hi DEA: -2; HMGR II inh: -4; FLuc act counter: 1; TNAP inh noacc: -18

Pulled by structure from the list above, two records:
Results for Cc1cc(C)nc(SCc2ccc(C(=O)N/N=C/c3ccccn3)cc2)n1 ?
PMI act: 1; Diaph act CS: 0.9; Diaphorase inh: 8; G6PDH counter: 4; PMI act hi M6P: 1; TNAP act hi DEA: 1; TNAP inh hi DEA: -2; HMGR II inh: -4; FLuc act counter: 1; TNAP inh noacc: -18

Results for Cc1ccc(S(=O)(=O)N2CCOCC2)cc1NC(=O)c1cc2c(s1)CCC2 ?
PMI act: 0.9; Diaph act CS: 0.8; Diaphorase inh: 20; G6PDH counter: 4; PMI act hi M6P: 0.9; TNAP act hi DEA: 1.1; TNAP inh hi DEA: -6; HMGR II inh: 3; FLuc act counter: 1.1; TNAP inh noacc: -8
